Source: PubChem
NOD1 NF-kB reporter: NOD1 signaling inhibitors, primary screen, cell-based, luminescence, uHTS (AID 1578); NOD1-driven NF-kB luciferase reporter cells, luminescence; higher % means a stronger effect; inhibition, % at 4 µM; hits with a dose series show EC50 in µM; 1% of 290,000 active; in the data active means inhibition mostly above about 36%, no sharp cut-off; inactive means mostly below about 34%;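 further: HEK-293T reporter cells stimulated with the NOD1 agonist gamma-tri-DAP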
Myeloid diff 2: compounds promoting myeloid differentiation. ER-HoxA9 myeloid progenitors, lysozyme-GFP differentiation, flow cytometry. calls only at 10 µM. 1% of 360,000 active. AID 624256;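 active means normalized GFP-positive differentiation at or above the plate's own cutoff, the solvent-only control mean plus 3 SD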;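 further: cells exposed to compound for four days before flow analysis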
KOR beta-arrestin-1: KOR agonists, beta-arrestin recruitment, primary screen, cell-based, luminescence, uHTS (AID 1777); 0.02% of 280,000 active; activation, % at 10 µM, or EC50 in µM where a hit was titrated; KOR beta-arrestin recruitment, luminescence; higher % means a stronger effect; in the data active means activation above about 50%, passing the limit was not always enough; further: a part of the inactive calls stands beside numbers as strong as those of hits
GPR55 beta-arrestin: selective activators of receptor GPR55 – imaging, U2OS cells, beta-arrestin-GFP redistribution, primary screen (AID 1961) | U2OS GPR55 beta-arrestin-GFP redistribution imaging; higher % means a stronger effect | activation, % at 10 µM, or EC50 in µM where a hit was titrated | 0.048% of 290,000 active;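 active means activation above 40% with more than 50 cells counted in the well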;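 further: U2OS osteosarcoma cells stably expressing GPR55 and beta-arrestin-GFP; plate controls were DMSO negative control for no effect and LPI positive control for full effect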
HEK293 NOD2/NF-kB: NOD2 signaling inhibitors, cell-based, luminescence, uHTS, HEK293 (AID 1566); 0.63% of 290,000 active; inhibition, % at 4 µM; hits with a dose series show EC50 in µM; HEK293 NOD2/NF-kB luciferase reporter, luminescence; higher % means a stronger effect; further: many of its hits are not listed in these tables
GPR55 LPI antagonism: inhibition of LPI-stimulated GPR55 beta-arrestin translocation – imaging, U2OS, beta-arrestin-GFP, LPI agonist, primary screen (AID 2013); 0.13% of 290,000 active; U2OS GPR55 beta-arrestin-GFP translocation imaging, LPI antagonism; higher % means a stronger effect; one-dose inhibition, % at 10 µM; IC50 in µM for titrated hits;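 active means spots per cell inhibited over 60%, with over 100 cells counted and total cytoplasm intensity under 500,000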;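 further: U2OS cells stably carrying GPR55 and arrestin-GFP stimulated by 5 µM LPI near EC80; imaged beta-arrestin-GFP aggregate spots per cell after agonist stimulation; plate controls were LPI-stimulated DMSO wells for no effect and DMSO wells without LPI for full effect; some results filed as inactive read as strong as hits; confirmed hits need IC50 under 10 µM and bright autofluorescent wells are also inconclusive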
KOR beta-arrestin-2: kappa opioid receptor blockers – cell-based, luminescence, uHTS (AID 1778); inhibition, % at 10 µM; hits with a dose series show IC50 in µM; 0.091% of 290,000 active; KOR beta-arrestin recruitment, luminescence, antagonist mode; higher % means a stronger effect; further: strong numbers were not always called active
NTR1 ag: agonists of NTR1, primary screen, imaging, U2OS cells, beta-arrestin-GFP, high content (AID 493036) | P30989 | NTR1-U2OS beta-arrestin-GFP spot imaging, agonist mode | activation, % at 20 µM | 0.17% of 330,000 active;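 active means activation at or above 40% of the spot to cytoplasm intensity ratio, with at least 20 cells analyzed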;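 further: 0% = DMSO without peptide and 100% = 100 nM NTR1 peptide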
Target sequence (P30989 whole entry, looked up): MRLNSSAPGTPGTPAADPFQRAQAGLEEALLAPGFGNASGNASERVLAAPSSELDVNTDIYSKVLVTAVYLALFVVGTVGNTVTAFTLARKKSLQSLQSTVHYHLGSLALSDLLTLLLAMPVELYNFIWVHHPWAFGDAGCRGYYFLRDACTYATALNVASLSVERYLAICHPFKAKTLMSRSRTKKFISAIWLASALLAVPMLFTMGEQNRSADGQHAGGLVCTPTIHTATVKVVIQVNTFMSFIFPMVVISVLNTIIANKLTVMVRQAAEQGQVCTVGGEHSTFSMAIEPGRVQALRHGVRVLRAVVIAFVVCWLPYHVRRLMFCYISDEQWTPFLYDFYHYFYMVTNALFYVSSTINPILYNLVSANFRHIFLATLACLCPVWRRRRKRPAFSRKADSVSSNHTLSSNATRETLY
T cell HTS: T cell immune modulation candidate | 0.068% of 330,000 active | 2C CD8+ T cell-vesicle binding, flow cytometry; hits give low values | calls only at 7 µM;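 active means response, share of CD8 T cells binding vesicles, and their 90th percentile fluorescence all below set limits, cut at about 80% in these data, passing the limit was not always enough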
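Material: murine 2C transgenic CD8+ T lymphocytes / Also added: QL9-peptide-loaded Drosophila micro-vesicles bearing Ld, ICAM-1 and B7-1 / Schedule: binding step 1.5 h, 37 °C, antibody labelling 20 min, ice / Signal: flow cytometry, PE anti-B7-1 (FL2) versus Alexa647 anti-CD8 (FL8), PFA-fixed / Evaluation: percent CD8+ FL2 mean versus row control / Benchmarks: naked versus QL9-loaded vesicles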
T cell HTS vesicle-bound %: also measured in T cell HTS; calls as there; double positive events, %; measured here: CD8+ vesicle-bound cell fraction;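 binding gate set so that unloaded-vesicle control wells show 10% double positive cells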
NTR1 ag cell count 20 µM: recorded beside NTR1 ag, whose call it bears; cell count; measured here: cell count, cytotoxicity flag
Myeloid diff 2 GFP+ MAC1+ %: second read-out of Myeloid diff 2, no call of its own (marks repeat the call); GFP+ MAC1+ double positive, %; measured here: differentiation confirmed by MAC1 staining
The depositor's hits bear a star; i = inactive; x = not tested or not shown; [ ] = dose if it differs, or a comment. Unless noted, no stated cut-off is given here; in the data, active means inhibition above about 50%; inactive means the rest. This is a subset; count on the stated rates, not on these rows.

mol	NOD1 NF-kB reporter	Myeloid diff 2	Myeloid diff 2 GFP+ MAC1+ %	KOR beta-arrestin-1	GPR55 beta-arrestin	HEK293 NOD2/NF-kB	GPR55 LPI antagonism	KOR beta-arrestin-2	NTR1 ag	NTR1 ag cell count 20 µM	T cell HTS	T cell HTS vesicle-bound %
COc1ccc(C(=O)NCCc2nnc(SCc3nc4ccccc4c(=O)[nH]3)n2C)cc1	-18%	i	0.6	-1.0%	0.0%	-4%	1%	2%	-1.5	40	i	44
Cc1ccc2oc(=O)n(CCOc3ccccc3Cl)c2c1	-13%	i	5.5	-2.6%	-0.1%	-1%	11%	17%	1.6	48	i	18
COc1cccc(CN2CCN(Cc3ccc(OC)c(OC)c3)CC2CCO)c1 (stereo unspecified)	12%	i	0.1	4.5%	0.6%	-16%	-2%	-1%	0.7	31	i	27
Cn1c(=O)c2c(ncn2CC(O)CNc2cccc(Cl)c2)n(C)c1=O (stereo unspecified)	4%	i	0.4	x	-0.1%	19%	5%	17%[20 µM]	-0.7	60	i	20
O=C1C(=Cc2cccs2)C(=O)c2ccccc21	44%	i	0.1	-1.3%	-0.4%	2%	4%	0%	4.8	54	i	39
COc1ccc(C(=O)Nc2ccc(Cc3ccncc3)cc2)cc1Br	-25%	i	0.2	x	-0.1%	1%	0%	-81%[20 µM]	0.7	78	i	31
CCCCNC(=O)c1cc2nc(-c3ccccc3)cc(C(F)(F)F)n2n1	4%	i	0.6	-2.2%	-0.3%	24%	-5%	-32%[20 µM]	4.3	64	i	44
CCOC(=O)c1nnn(-c2nonc2N)c1CN(C)C1CCCCC1	0%	i	0.9	-4.6%	-0.1%	11%	5%	11%	1.8	40	i	62
COc1ccc(NC(=O)N2CCCC(c3nc(-c4ccc(C(C)C)cc4)no3)C2)cc1 (stereo unspecified)	20%	i	8.2	1.7%	0.0%	42%	-6%	-11%	12	72	i	28
O=C(CSc1ccccc1)N1CCN(c2ccccn2)CC1	-9%	i	0.1	0.7%	-0.8%	8%	4%	-2%	-0.7	60	i	64
CCOC(=O)Nc1c(C)n(C)n(-c2ccccc2)c1=O	15%	i	0.6	-5.9%	0.0%	-1%	12%	-20%	-0.1	81	i	28
COc1ccc(S(=O)(=O)N(C)CC(=O)Nc2cccc(C(C)=O)c2)cc1	-8%	i	0.1	-3.5%	-0.2%	-10%	13%	11%	-1.1	55	i	42
CCOc1ccccc1C1C(C#N)=C(N)Oc2n[nH]c(CC)c21 (stereo unspecified)	-3%	i	1.1	2.9%	-0.1%	-15%	21%	4%	0.7	64	i	32
CCOC(=O)c1ccc2c(c1)nc(-c1ccccn1)n2CC	-35%	i	0.6	0.7%	0.0%	-44%	14%	-19%	-0.4	55	i	23
Cc1cccc(NC(=O)CCc2ccccc2)c1	-6%	i	0.0	0.9%	-0.3%	-6%	3%	-43%	1.0	49	i	39
CNc1ncnc(Sc2ccc(Cl)cc2)c1[N+](=O)[O-]	-2%	i	0.4	-1.6%	-0.2%	4%	10%	9%	1.6	54	i	55
Cc1c(CCC(=O)N2CCC[C@H]2C(=O)O)c(=O)oc2c(C)c3oc4c(c3cc12)CCCC4	27%	i	1.1	-2.6%	-0.1%	47%	17%	-55%[20 µM]	8.3	87	i	30
COc1ccc(CCN2C(=O)N[C@@H](CCC(=O)O)C2=O)cc1	1%	i	0.6	-0.7%	2.1%	5%	-2%	-7%	2.4	48	i	53
CCOc1ccc(C(=O)c2cccs2)cc1	-78%	i	1.2	-7.9%	-0.2%	0%	0%	13%	-2.6	38	i	65
FC(F)(F)c1nnc2sc(-c3ccccn3)nn12	6%	i	0.4	-5.1%	0.0%	-4%	1%	12%	-0.3	84	i	6
CCCC(=O)Nc1ccccc1N1CCN(C(=O)C(C)C)CC1	-12%	i	0.8	-4.9%	-0.2%	-2%	-3%	-12%	1.7	78	i	38
COc1cc(-c2nc3ccc(N4CCN(C)CC4)cc3[nH]2)cc(OC)c1OC	2%	i	0.0	-6.6%	0.7%	0%	-1%	13%	-0.2	53	i	44
COc1ccc2cc(CN(CCO)C(=O)c3ccccc3F)c(=O)[nH]c2c1	x	i	1.0	2.0%	0.6%	-3%	14%	-30%	-0.8	34	i	36
CCN(CC)Cc1c(C(=O)N/N=C/c2c(Cl)cccc2Cl)nnn1-c1nonc1N	48%	i	1.6	5.6%	-0.2%	-2%	13%	-8%	0.0	39	i	19
CC(C)C(OC(=O)c1ccco1)C(=O)NCc1ccccc1 (stereo unspecified)	-16%	i	0.8	-3.0%	-0.2%	12%	3%	6%	-1.2	89	i	8
COc1ccc(N2CCN(C(=O)CCNS(=O)(=O)c3cccs3)CC2)cc1	6%	i	1.6	-6.1%	-0.1%	-28%	-7%	8%	0.5	42	i	63
NC(=S)Nc1cccc2cn[nH]c12	x	i	0.6	7.6%	1.1%	x	2%	-37%	0.1	45	i	39
Cc1ccc(S(=O)(=O)N2CCCC2C(=O)NCCc2ccccc2)cc1 (stereo unspecified)	-22%	i	1.5	x	-0.1%	6%	20%	-4%[20 µM]	1.5	53	i	7
Cc1cccc(N(C(=O)c2nsc(Cl)c2Cl)C(C(=O)NC2CCCC2)c2ccc(O)cc2)c1 (stereo unspecified)	-3%	i	0.1	16%	0.5%	-5%	16%	29%	6.4	66	i	26
CCOc1cc(/C=C2\NC(=S)N(C)C2=O)ccc1OCc1ccc(C(=O)O)cc1	-7%	i	0.6	-1.3%	0.0%	-3%	1%	20%	-0.2	106	i	57
COc1ccc(C(=O)NCC2(c3ccccc3)CCOCC2)cc1[N+](=O)[O-]	4%	i	0.2	0.8%	-0.2%	21%	-2%	-6%	-0.8	41	i	34
Cc1ccc(S(=O)(=O)N2CCN(C(=O)CN3C(=O)NC4(CCOc5ccccc54)C3=O)CC2)cc1 (stereo unspecified)	-9%	i	0.3	-1.1%	-0.1%	-1%	6%	-17%	1.5	47	i	44

In another format: entries from further up
Under each structure – NOD1 NF-kB reporter	Myeloid diff 2	Myeloid diff 2 GFP+ MAC1+ %	KOR beta-arrestin-1	GPR55 beta-arrestin	HEK293 NOD2/NF-kB	GPR55 LPI antagonism	KOR beta-arrestin-2	NTR1 ag	NTR1 ag cell count 20 µM	T cell HTS	T cell HTS vesicle-bound %
> CCN(CC)Cc1c(C(=O)N/N=C/c2c(Cl)cccc2Cl)nnn1-c1nonc1N
 : 48%	i	1.6	5.6%	-0.2%	-2%	13%	-8%	0.0	39	i	19
> CC(C)C(OC(=O)c1ccco1)C(=O)NCc1ccccc1 (stereo unspecified)
 : -16%	i	0.8	-3.0%	-0.2%	12%	3%	6%	-1.2	89	i	8
> COc1ccc(N2CCN(C(=O)CCNS(=O)(=O)c3cccs3)CC2)cc1
 : 6%	i	1.6	-6.1%	-0.1%	-28%	-7%	8%	0.5	42	i	63
> NC(=S)Nc1cccc2cn[nH]c12
 : x	i	0.6	7.6%	1.1%	x	2%	-37%	0.1	45	i	39
> Cc1ccc(S(=O)(=O)N2CCCC2C(=O)NCCc2ccccc2)cc1 (stereo unspecified)
 : -22%	i	1.5	x	-0.1%	6%	20%	-4%[20 µM]	1.5	53	i	7
> Cc1cccc(N(C(=O)c2nsc(Cl)c2Cl)C(C(=O)NC2CCCC2)c2ccc(O)cc2)c1 (stereo unspecified)
 : -3%	i	0.1	16%	0.5%	-5%	16%	29%	6.4	66	i	26
> CCOc1cc(/C=C2\NC(=S)N(C)C2=O)ccc1OCc1ccc(C(=O)O)cc1
 : -7%	i	0.6	-1.3%	0.0%	-3%	1%	20%	-0.2	106	i	57
> COc1ccc(C(=O)NCC2(c3ccccc3)CCOCC2)cc1[N+](=O)[O-]
 : 4%	i	0.2	0.8%	-0.2%	21%	-2%	-6%	-0.8	41	i	34
> Cc1ccc(S(=O)(=O)N2CCN(C(=O)CN3C(=O)NC4(CCOc5ccccc54)C3=O)CC2)cc1 (stereo unspecified)
 : -9%	i	0.3	-1.1%	-0.1%	-1%	6%	-17%	1.5	47	i	44

(further entries)
mol	NOD1 NF-kB reporter	Myeloid diff 2	Myeloid diff 2 GFP+ MAC1+ %	KOR beta-arrestin-1	GPR55 beta-arrestin	HEK293 NOD2/NF-kB	GPR55 LPI antagonism	KOR beta-arrestin-2	NTR1 ag	NTR1 ag cell count 20 µM	T cell HTS	T cell HTS vesicle-bound %
COc1cc2c(cc1OC)C(C)N(C(=O)c1ccc(Br)o1)CC2 (stereo unspecified)	14%	i	0.9	-2.8%	2.0%	3%	11%	-11%	2.2	52	i	34
Cn1c(=O)c2[nH]c(=O)cnc2n(C)c1=S	-32%	i	0.5	-6.1%	-0.2%	-4%	14%	15%	0.2	74	i	38
CC(C)Sc1nc(N)nc(-c2cccs2)c1C#N	-35%	i	0.5	-1.8%	-0.3%	-39%	1%	-26%	4.8	52	i	12
O=C(CSCc1ccc(Cl)cc1)c1ccco1	-20%	x	x	-2.0%	-0.3%	-2%	-1%	-52%	0.6	45	i	3
NS(=O)(=O)c1ccc(NS(=O)(=O)c2ccc3c(c2)OCCO3)cc1	-24%	i	0.6	-3.8%	-0.1%	2%	4%	7%	-0.9	38	i	34
CCN(CCO)Cc1csc2cccc(Br)c12	4%	i	0.4	-0.3%	0.3%	9%	15%	-16%	0.2	41	i	34
Cc1noc(C)c1COC(=O)CCc1nc2ccccc2c(=O)[nH]1	-3%	i	1.5	2.3%	-0.3%	-5%	-26%	-22%	-0.2	58	i	24
CCOc1ccc(NC(=O)c2sccc2-n2cccc2)cc1	-27%	i	0.7	-4.7%	-0.1%	8%	-5%	-4%	1.0	93	i	58
Cc1cc(C)n2c(SCCC(C)C)nnc2n1	-4%	i	0.9	4.1%	-0.3%	-1%	5%	-39%	-0.6	28	i	46
O=C(Nc1ccncc1)OCc1ccccc1	7%	i	0.5	-2.9%	-0.1%	22%	7%	-23%[20 µM]	0.8	54	i	19
CCOc1ccc(/C=C/C(=O)Nc2ccccc2C(F)(F)F)cc1	-40%	i	0.4	1.0%	0.0%	-22%	2%	-9%	1.4	44	i	40
Cc1ccc(CC(=O)N/N=C/c2ccc3c(c2)OCO3)cc1	-54%	i	0.2	1.3%	-0.3%	-45%	0%	-20%	0.3	49	i	33
